# V1aR counter – counter-screen for oxytocin receptor agonists: human V1a receptor agonists; 0.25% of 320,000 active; P37288; activation, % at 3 µM; CHO-V1R cells, Fluo-8 calcium fluorescence, agonist mode; 0% DMSO, 100% 3 nM vasopressin;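 active means activation above the mean activation of all tested compounds plus 3 SD, per screening run, cut at about 20% in these data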;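 further: signal is peak over basal fluorescence ratio across a 100 second FLIPR read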
# NALP1 yeast inh – NALP1 inhibition | 0.61% of 280,000 active | inhibition, % at 10 µM | S. cerevisiae NALP1/ASC/caspase-1 growth, X-gal OD620, 72 h; in the data active means inhibition mostly above about 24%, no sharp cut-off; inactive means mostly below about 32%; further: some compounds called inactive have numbers as strong as hits
# MEKK2mut PB1 HTS – signal of MEK5 binding to mutant human MEKK2 PB1 domain; bead flow cytometry, Alexa488-MEK5 binding to MEKK2 mutant; percent response, % at 10 µM; 0.35% of 290,000 active; AID 1530; in the data active means percent response above about 24%, passing the limit was not always enough; further: inactives centre near 1; some results filed as inactive read as strong as hits; reference of the scale not given here
# MEKK2 WT-MEK5 – raises or lowers MEK5 binding to wildtype human MEKK2 PB1 domain; Q9Y2U5; bead flow cytometry, Alexa488-MEK5 binding to MEKK2 WT; actives lie on both sides; binding response (% of control), % at 10 µM; 1.1% of 290,000 active; AID 1531; in the data active means binding response below about 67% or above about 130%
# GalR3 antag – human GalR3 antagonism | O60755 | 0.44% of 360,000 active | inhibition, % at 3 µM | HEK293 GalR3-CNG cAMP membrane potential fluorescence; galR3 body fused to GalR1 C-terminus | AID 651719;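 active means inhibition above the screen-wide average plus 3 SD, cut at about 13% in these data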;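 further: forskolin and galanin both at EC90 stimulate the cells; cAMP rise reported by CNG channel membrane potential dye signal; 0% = forskolin plus galanin with DMSO and 100% = forskolin alone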
# GPR7 antagonist – human neuropeptides B/W receptor 1 antagonism | P48145 | GPR7-expressing cells, fluorescence antagonist assay | inhibition, % at 4.4 µM | 1.1% of 290,000 active; in the data active means inhibition above about 16%, passing the limit was not always enough;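 further: cells stimulated with the agonist NPW; 0% = agonist with vehicle and 100% = vehicle without agonist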
# MEKK3 PB1 HTS – MEKK3-MEK5 PB1 interaction, increase or decrease; binding response (% of control), % at 10 µM; 1.4% of 290,000 active; bead-based flow cytometry, Alexa488-MEK5 binding to MEKK3; actives lie on both sides; 0 = blocked by unlabeled MEK5, 100 = vehicle; AID 1529;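 active means binding response more than 3 SD above or below the average of its plate-row segment, actives on both sides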;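 further: Alexa488 bead fluorescence after subtracting the streptavidin-only scavenger bead signal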
# Target sequence (Q99759 whole entry, looked up): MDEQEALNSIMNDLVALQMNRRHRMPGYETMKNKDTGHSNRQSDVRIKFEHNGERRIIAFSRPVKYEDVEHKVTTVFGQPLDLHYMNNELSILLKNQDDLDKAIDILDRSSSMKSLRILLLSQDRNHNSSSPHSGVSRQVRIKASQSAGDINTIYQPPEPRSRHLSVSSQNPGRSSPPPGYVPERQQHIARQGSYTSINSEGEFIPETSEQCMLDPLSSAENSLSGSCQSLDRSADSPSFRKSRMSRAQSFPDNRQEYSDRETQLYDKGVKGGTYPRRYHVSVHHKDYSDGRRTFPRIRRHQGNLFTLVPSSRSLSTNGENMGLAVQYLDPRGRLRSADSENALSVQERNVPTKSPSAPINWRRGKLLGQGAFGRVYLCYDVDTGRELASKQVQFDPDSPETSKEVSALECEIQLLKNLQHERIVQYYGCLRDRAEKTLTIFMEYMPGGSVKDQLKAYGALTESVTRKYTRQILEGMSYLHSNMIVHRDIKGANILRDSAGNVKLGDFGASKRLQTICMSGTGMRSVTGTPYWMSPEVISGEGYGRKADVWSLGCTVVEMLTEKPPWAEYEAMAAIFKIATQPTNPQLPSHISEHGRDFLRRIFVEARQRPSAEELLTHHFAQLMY
# PHOSPHO1 inh – blocks human PHOSPHO1 phosphatase activity; Q8TCT1; recombinant PHOSPHO1, absorbance phosphatase assay; inhibition, % at 13.3 µM; 1.1% of 290,000 active; in the data active means inhibition above about 60%
# OXTR agonist – activates the human oxytocin receptor; CHO-OTR cells, Fluo-8 calcium fluorescence; normalized: DMSO 0%, oxytocin 100%; activation, % at 3 µM; 0.32% of 320,000 active;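 active means activation above the mean of all tested compounds plus 3 SD, cutoff set per screening run, cut at about 20% in these data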;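 further: peak over basal fluorescence ratio from a 100 s FLIPR kinetic read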
# Target sequence (P30559 whole entry, looked up): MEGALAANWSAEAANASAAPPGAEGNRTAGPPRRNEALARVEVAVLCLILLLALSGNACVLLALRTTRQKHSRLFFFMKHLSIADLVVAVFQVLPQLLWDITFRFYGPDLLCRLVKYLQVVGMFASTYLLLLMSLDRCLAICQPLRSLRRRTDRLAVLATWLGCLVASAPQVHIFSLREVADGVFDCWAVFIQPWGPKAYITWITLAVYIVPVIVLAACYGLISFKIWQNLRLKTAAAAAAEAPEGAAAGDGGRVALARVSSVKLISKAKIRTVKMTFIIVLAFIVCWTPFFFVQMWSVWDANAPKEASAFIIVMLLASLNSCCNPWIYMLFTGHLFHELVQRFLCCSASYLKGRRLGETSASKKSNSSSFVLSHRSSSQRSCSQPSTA
# Starred values were filed as active, the others as inactive; · = not tested or not shown; [ ] = dose if it differs, or a comment.
SMILES,V1aR counter,NALP1 yeast inh,MEKK2mut PB1 HTS,MEKK2 WT-MEK5,GalR3 antag,GPR7 antagonist,MEKK3 PB1 HTS,PHOSPHO1 inh,OXTR agonist
CN(C)CCSc1nnc2sc3ccccc3n12,0.0,11,3,101,-2,-5,91,-27,0.4
COc1ccc(-c2nn(-c3ccccc3)cc2/C=N/Nc2ccccn2)cc1,-0.2,-51,0,112,·,0,119,39,2.0
O=C(CN(C(=O)CNC(=O)c1ccco1)c1ccc(Cl)c(Cl)c1)NC1CCCCC1,6.1,25,3,106,-4,15,107,-13,9.1
Cn1c(CN2CCN(C(=O)c3ccco3)CC2)nc2cc([N+](=O)[O-])ccc21,0.4,3,7,105,-3,-6,97,66*,0.1
COCCn1nnnc1CN1CCC(O)(c2cccc(C(F)(F)F)c2)CC1,0.7,1,-11,84,10,11,84,6,1.5
O=C1N=c2ccc([N+](=O)[O-])cc2=C1c1sc(=O)[nH]c1O,-0.6,21,4,108,-5,-4,106,18,-0.3
Cc1ccc(NC(=O)Nc2ccc3c(c2)CCC3)c(C)c1,·,0,-1,99,-1,8,100,42,·
Cc1c(/C=N\NC(=O)C2COc3ccccc3O2)c2ccccc2n1C (configuration not stated),2.3,16,15,26*[inhibitor],1,15,96,-1,2.7
CSc1ccccc1NC(=O)COc1ccccc1Cl,-1.2,15,-4,97,-5,-6,98,16,-2.3
CN(C)CCCN1CC(=O)N2[C@@H](Cc3c([nH]c4ccccc34)C2(C)C)C1=O,1.1,5,7,102,-14,-1,103,15,0.1
COCCCNC(=S)Nc1cccc(S(=O)(=O)NC2=NCCC2)c1,0.3,28,3,112,-7,-17,109,40,0.8
COc1ccc(OC)c(NS(=O)(=O)c2cc(OC)ccc2OC)c1,0.7,7,-2,92,-10,-1,95,46,-0.9
Cc1cccc(NC(=O)Nc2ccccn2)c1C,0.0,·,0,102,-5,-1,102,-22,-0.2
COc1ccccc1CN(CC(=O)NCc1ccc2c(c1)OCO2)C(=O)c1ccc2c(c1)OCCO2,0.1,-3,-2,97,3,3,103,-11,-0.6
CCOc1ccc(NS(=O)(=O)c2ccc(SC)cc2)cc1,3.7,12,0,104,1,-15,98,-4,3.6
N=c1c(C(=O)NCc2ccco2)cc2c(=O)n3ccccc3nc2n1Cc1ccc(Cl)cc1,-0.2,12,-5,103,-4,0,97,-39,-1.9
CC(c1ccccc1)n1c(-c2ccc(C(C)(C)C)cc2)n[nH]c1=S (configuration not stated),-0.5,-1,13,108,·,-30,106,9,-1.4
COc1ccc(C2C(C(=O)OCC(=O)NC(C)(C)C)CCC(=O)N2c2ccc(C)cc2)cc1OC (configuration not stated),0.5,15,3,104,0,12,102,13,1.1
COc1ccccc1NC(=O)C(C)OC(=O)CCC1CCCCC1 (configuration not stated),-1.8,15,3,105,-3,-2,101,38,-2.3
O=C1/C(=C/c2ccc(F)c(F)c2)CSc2sccc21,-1.4,20,-2,103,2,-14,101,-8,-1.8
CC(C)NC(=O)CCn1ccc2cc(S(=O)(=O)N3CCCC3)ccc21,-0.9,24,-2,100,3,-1,101,7,-0.8
Cc1ccc2cc(CN(Cc3cccs3)C(=O)c3ccco3)c3nnnn3c2c1C,0.6,32,-3,93,·,1,93,-2,0.6
COc1ccc(N(C(=O)CNC(=O)c2ccco2)C(C(=O)NC2CCCCC2)c2ccncc2)cc1 (configuration not stated),0.5,12,-1,102,-9,6,103,24,0.9
COc1ccc(/C=N/n2c(-c3ccccc3)n[nH]c2=S)cc1,-0.9,-7,14,104,-8,-10,103,3,-2.7
CCC(C)NC(=O)CS(=O)Cc1nc(-c2cccc(OC)c2)oc1C (configuration not stated),-0.9,4,19,111,·,-11,113,-7,-0.6
Cc1cccc(-c2nc(CSCC(=O)N3CCN(Cc4ccc5c(c4)OCO5)CC3)c(C)o2)c1,7.9,38,·,·,-4,-1,·,4,8.7
CC(C)c1ccc(N)c(S(=O)(=O)O)c1,-0.5,-19,4,110,-5,-10,104,23,0.0
CC(NC(=O)CCNC(=O)c1ccccc1Cl)c1ccc(-n2ccnc2)cc1 (configuration not stated),-0.1,12,5,101,-2,-12,97,38,-0.6
CN(C)CCCNC(=S)Nc1ccc(Oc2ccccc2)cc1,1.1,10,-1,108,-9,5,97,2,2.6
O=C(c1cnn2c(C(F)F)cc(-c3ccccc3)nc12)N1CCN2CCCC2C1 (configuration not stated),-1.3,13,3,107,0,-10,105,12,-2.2

# The final 4 entries of the part above come first, to join the parts:
SMILES,V1aR counter,NALP1 yeast inh,MEKK2mut PB1 HTS,MEKK2 WT-MEK5,GalR3 antag,GPR7 antagonist,MEKK3 PB1 HTS,PHOSPHO1 inh,OXTR agonist
CC(C)c1ccc(N)c(S(=O)(=O)O)c1,-0.5,-19,4,110,-5,-10,104,23,0.0
CC(NC(=O)CCNC(=O)c1ccccc1Cl)c1ccc(-n2ccnc2)cc1 (configuration not stated),-0.1,12,5,101,-2,-12,97,38,-0.6
CN(C)CCCNC(=S)Nc1ccc(Oc2ccccc2)cc1,1.1,10,-1,108,-9,5,97,2,2.6
O=C(c1cnn2c(C(F)F)cc(-c3ccccc3)nc12)N1CCN2CCCC2C1 (configuration not stated),-1.3,13,3,107,0,-10,105,12,-2.2
C=CCNC(=O)C1CC=CCC1C(=O)O (configuration not stated),-0.5,2,-3,98,0,-3,100,2,-0.8
COc1cccc(NC(=O)Cn2nc(Cc3cccnc3)c3ccccc3c2=O)c1,0.4,13,11,107,·,-11,108,15,0.9
CCOC(=O)C1=C(c2ccccc2)NC(=S)NC1c1cccc([N+](=O)[O-])c1 (configuration not stated),-0.6,17,10,119,-4,-14,106,-6,-2.3
COc1ccc(-c2c(C)nc3c(-c4ccsc4)cnn3c2N)cc1,1.7,13,5,103,-10,8,101,24,2.3
Cn1nc(NC(=O)CC23CC4CC(CC(C4)C2)C3)c2c(F)cccc21,-2.2,·,-6,90,-7,-10,96,43,-0.9
O=c1cc(-c2ccc([N+](=O)[O-])cc2)nc2cc(-c3ccc(Cl)cc3)[nH]n12,0.2,20,13,108,·,-4,98,13,-0.1
CCN(C(=O)CSc1nnc(-c2ccncc2)n1C)C1CCS(=O)(=O)C1 (configuration not stated),0.5,15,-2,96,-2,3,95,-64,0.2
Cc1occc1-c1nnc(SCC(=O)c2ccccc2)n1CC1CCCO1 (configuration not stated),-0.2,19,10,102,1,-6,103,-63,-1.2
O=C1CCCc2ccccc2N1Cc1ccc(Cl)cc1Cl,2.6,46,-1,95,-4,-4,99,7,-1.1
COc1ccc(CNC(=O)C(c2ccc(O)cc2)N(Cc2ccco2)C(=O)c2snc(C(N)=O)c2N)cc1 (configuration not stated),4.1,-4,7,97,-2,-4,100,15,4.2
Cc1ccc2nc(C(C)O)[nH]c2c1 (configuration not stated),1.7,8,-8,89,-5,-2,92,28,-0.6
Cc1ccc(S(=O)(=O)N2CCOCC2)cc1C(=O)Nc1cccc(S(=O)(=O)N2CCCC2)c1,0.1,8,3,106,-8,-10,102,28,0.0
CCOC(=O)c1cnc2c(-c3ccc(F)cc3)cnn2c1C(F)(F)F,·,8,3,106,·,-20,102,29,·
O=C1c2ccccc2-c2c1cccc2C(=O)N1CCN(C(=O)c2ccco2)CC1,-0.4,-13,-3,101,-4,-7,100,-2,-0.2
CCn1cc(C(=O)NCCCN(C)C)c(=O)c2cc(F)c(N3CCN(C)CC3)cc21,1.3,·,2,111,0,-5,105,8,0.7
COc1cccc(-n2c(Cc3cc(=O)[nH]c(=O)[nH]3)nnc2SCc2cccc(C(F)(F)F)c2)c1,0.0,15,-2,107,-8,-1,104,-110,-0.9
CCC(C)[C@@H](N)C(=O)N/N=C/c1cccc2nccnc12 (some centres not stated),-0.5,19,4,108,·,-3,102,33,-1.2
CCN(CC(=O)Nc1ccc2c(c1)OCCO2)C(=O)c1cccc(OCC(C)C)c1,-0.1,-2,6,110,-2,-13,103,17,-0.7
CCc1ccccc1N(CC)C(=O)c1cn(CC)c(=O)c2cc(OC)c(OC)cc12,7.3,-2,0,103,0,-6,102,7,-1.8
O=C(CNC1CCCCC1)NCC1(c2ccccc2)CCCC1,1.4,9,-11,88,-1,-6,100,37,1.5
CC(=O)NCCCC(=O)NN1C(=S)N(Cc2ccccc2)C(=O)C1CC(=O)Nc1cccc(C)c1 (configuration not stated),0.5,25,-9,77,-2,17,82,16,0.8
Cc1ccc(-n2ncc3c(NCCCn4ccnc4)ncnc32)c(C)c1,-0.4,·,10,108,-2,·,108,-13,-0.8
OCC1(Cc2ccccc2C(F)(F)F)CCN(Cc2cccc3cnccc23)CC1,-0.5,14,0,107,-4,-14,102,41,-1.0
O=C(CCS(=O)(=O)CCN1CCOCC1)NCNC(=O)CCS(=O)(=O)CCN1CCOCC1,0.8,7,-2,100,-5,-10,102,24,0.7
COc1cc(NC(=O)c2ccc(COCC(F)(F)F)o2)cc(OC)c1OC,2.5,7,-17,70,-3,-8,91,-3,3.8
Cc1ccccc1CS(=O)(=O)Cc1ccc(C(=O)NCc2cccnc2)o1,2.0,7,2,105,-4,-4,98,27,0.0
CCOC(=O)c1c(NC(=O)CC2SC(N)=NC2=O)sc(C)c1C (configuration not stated),1.1,-1,-5,94,-2,-4,100,33,-0.4
Cc1ccccc1OCC(=O)NNC(=O)CSc1nc(N)cc(N)n1,1.6,-5,1,98,-1,-5,98,-68,-0.9
O=C(Nc1cc(N2CCOCC2)ncn1)NC1(C(F)(F)F)Oc2ccc(Cl)cc2O1 (configuration not stated),4.0,46,-11,90,·,8,94,-33,3.1
CCc1nc(SCc2nc3ccccc3[nH]2)c2oc3ccccc3c2n1,1.1,-5,3,106,-4,-4,100,41,-1.7
O=C(Cc1coc(-c2ccc(F)cc2)n1)Nc1ccccc1,-0.2,14,-46,2.0*[inhibitor],0,-3,2.0*[inhibitor],16,-0.5
CCOCCCNC(=O)CCc1nnc2ccc(N3CCCCC3)nn12,0.3,6,3,102,·,2,102,·,0.3
CCn1c(C(C)NC(=O)c2ccc(Cl)cc2)n[nH]c1=S (configuration not stated),2.1,5,-8,99,6,-4,109,-17,0.6
COc1ccc(CN2CC[C@H]3C=CC[C@@H](C(=O)NCCc4ccccc4)[C@H]3C2=O)cc1OC,-0.6,·,1,101,-4,·,98,·,-1.1
Cc1ccc(NC(=O)C2CC(=O)N(Cc3ccco3)C2)cc1 (configuration not stated),0.0,·,8,103,-3,-11,104,22,-0.6
S=C(Nc1ccccc1)N1N=C(c2cccs2)CC1c1cccs1 (configuration not stated),0.3,13,-14,83,-1,-2,100,54,-1.6
CCC1CCC/C1=N\NC(=O)CCC(=O)Nc1ccccc1Cl (configuration not stated),0.1,20,5,109,-6,-9,106,13,0.2
CCOCCOC(=O)c1cccc2c1-c1ccccc1C2=O,-0.6,0,12,105,-6,-21,105,·,-1.5
Cc1ccc(NC(=O)CCN2C(=O)c3ccncc3C2=O)cc1,-0.2,20,1,102,-6,-6,97,42,-0.2
O=C(N/N=C\c1cn[nH]c1-c1ccc(Cl)cc1)c1cccs1,-0.2,·,-30,60*[inhibitor],7,-12,71*[inhibitor],42,-0.3
COc1ccccc1N(C)S(=O)(=O)c1ccc(C(=O)OCC(=O)N2CCCCCC2)cc1,3.3,-6,-2,95,-5,-4,103,33,1.3
CCCCc1ncc(CN2CCC(n3nccc3NC(=O)c3ccccc3Cl)CC2)[nH]1,0.1,16,-6,106,-2,-4,91,40,0.1
